DNMT1 block = inhibitors of human DNMT1. 0.83% of 360,000 active. DNMT1 molecular beacon, Hinp1I cleavage, fluorescence. P26358. inhibition (reported as % activation of signal), % at 10 µM; in the data active = inhibition above about 50%
Neddyl block = cullin neddylation inhibition. P61081+Q13564. TR-FRET cullin neddylation, biochemical. calls only at 25 µM. 0.58% of 360,000 active. AID 651699; in the data active = inhibition above about 36%
NadD inh = blocks S. aureus nicotinate mononucleotide adenylyltransferase. purified NadD enzyme, colorimetric absorbance read-out. inhibition, % at 20 µM. 0.78% of 360,000 active. AID 602399; in the data active = inhibition above about 26%; also: some compounds past the cut are filed as inactive
CSN inh = blocks human CSN-mediated cullin deneddylation | inhibition, % at 12.5 µM | Purified CSN, SCF-Nedd8-OG deneddylation, fluorescence polarization | 0.38% of 360,000 active;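 active = pattern-corrected inhibition above about 35%, with an unprinted fluorescence ratio check between 0.5 and 1.5, limit read from the data, passing the limit was not always enough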;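 also: 0% = enzyme with substrate and 100% = substrate without enzyme; some results filed as inactive read as strong as hits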
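Assay system: purified human Csn5 enzyme expressed in HEK293T cells; Input: 0.24 nM Csn5 enzyme, final concentration; Reagent: 10 nM SCFSkp2-Nedd8OG; Compound dosing: 12.5 µM single point; Times: reaction 90 min, room temperature; Technique: fluorescence polarization readout.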
Rpn11 block = Rpn11 (human) deubiquitinase inhibition. AID 588493. O00487. human 26S proteasome, Ub4-pepOG fluorescence polarization; 20S core pre-blocked with epoxomicin. 0.59% of 360,000 active. calls only at 20 µM;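 active = inhibition at 20 µM, scaled to each plate's controls, above about 33%, limit read from the data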
Target sequence (O00487 whole entry, looked up): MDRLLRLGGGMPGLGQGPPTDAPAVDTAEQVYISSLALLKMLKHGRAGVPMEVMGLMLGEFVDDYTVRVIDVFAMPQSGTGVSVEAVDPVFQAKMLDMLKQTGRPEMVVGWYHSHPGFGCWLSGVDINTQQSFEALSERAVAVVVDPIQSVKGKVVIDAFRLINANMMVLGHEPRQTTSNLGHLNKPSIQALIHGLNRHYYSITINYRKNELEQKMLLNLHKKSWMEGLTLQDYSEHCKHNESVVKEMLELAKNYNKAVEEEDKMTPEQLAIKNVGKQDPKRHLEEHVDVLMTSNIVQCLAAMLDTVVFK
LMPTP block = LMPTP (human) inhibition; 0.22% of 360,000 active; recombinant LMPTP-A, OMFP fluorogenic substrate, fluorescence intensity; P24666; inhibition, % at 20 µM; AID 651560;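 active = compounds that cut the enzyme signal by at least half of the control window in the single-dose screen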;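 also: plate controls were DMSO wells with enzyme plus substrate for no effect and substrate without enzyme for full effect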
Target sequence (P24666 whole entry, looked up): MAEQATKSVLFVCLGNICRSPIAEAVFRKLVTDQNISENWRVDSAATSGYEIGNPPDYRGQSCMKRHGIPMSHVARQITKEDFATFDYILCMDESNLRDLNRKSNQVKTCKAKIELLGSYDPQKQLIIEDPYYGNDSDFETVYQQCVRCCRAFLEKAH
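Test system: LMPTP-A phosphatase enzyme; input: 0.625 nM LMPTP-A final; reagent: OMFP substrate, 400 µM final; compound dosing: 20 µM single dose, 3% DMSO; incubation: 50 min dark incubation at room temperature; measured by: endpoint fluorescence intensity from OMFP dephosphorylation; measure: % inhibition relative to no-enzyme and uninhibited control wells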
Rin1-Abl PPI inh = blocks binding of human Rin1 to Abl; TR-FRET Rin1/Abl binding, biochemical; P00519+Q13671; AID 588664; 0.4% of 360,000 active; inhibition, % at 7.35 µM; in the data active = inhibition above about 5%, passing the limit was not always enough
SUMO1 PPI mod = alters human SUMO1 binding to SIM partners. SUMO1 binding to a labelled peptide, TR-FRET, 1 h. inhibition, % at 20 µM. 0.33% of 360,000 active. AID 602429; in the data active = inhibition above about 37%
Scp1 inh = Scp-1 (human) phosphatase inhibition | Recombinant Scp1, phosphopeptide, malachite green phosphate absorbance | Q9GZU7 | inhibition, % at 20 µM | 0.88% of 340,000 active;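 active = inhibition above about 50% at 20 µM, limit read from the data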;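 also: plate controls were DMSO wells with enzyme for no effect and wells lacking enzyme for full effect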
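Test system: SCP-1 phosphatase catalytic domain, residues 76-261 | Compound dosing: One concentration, 20 µM, with 1.0% DMSO | Schedule: 45 min room-temperature reaction, 5 min colour, 30 min stabiliser | Detection: Absorbance at 630 nm | Read-out basis: % inhibition of SCP-1 phosphate liberation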
STEP inh = STEP (human) phosphatase inhibition | P54829 | recombinant STEP, OMFP fluorogenic substrate, fluorescence | inhibition, % at 20 µM | 0.25% of 360,000 active | AID 588621;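 active = inhibition at 20 µM, scaled per plate between control wells, above about 37%, limit read from the data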;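 also: 0% = DMSO with enzyme and substrate and 100% = substrate only without enzyme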
Target sequence (P54829 whole entry, looked up): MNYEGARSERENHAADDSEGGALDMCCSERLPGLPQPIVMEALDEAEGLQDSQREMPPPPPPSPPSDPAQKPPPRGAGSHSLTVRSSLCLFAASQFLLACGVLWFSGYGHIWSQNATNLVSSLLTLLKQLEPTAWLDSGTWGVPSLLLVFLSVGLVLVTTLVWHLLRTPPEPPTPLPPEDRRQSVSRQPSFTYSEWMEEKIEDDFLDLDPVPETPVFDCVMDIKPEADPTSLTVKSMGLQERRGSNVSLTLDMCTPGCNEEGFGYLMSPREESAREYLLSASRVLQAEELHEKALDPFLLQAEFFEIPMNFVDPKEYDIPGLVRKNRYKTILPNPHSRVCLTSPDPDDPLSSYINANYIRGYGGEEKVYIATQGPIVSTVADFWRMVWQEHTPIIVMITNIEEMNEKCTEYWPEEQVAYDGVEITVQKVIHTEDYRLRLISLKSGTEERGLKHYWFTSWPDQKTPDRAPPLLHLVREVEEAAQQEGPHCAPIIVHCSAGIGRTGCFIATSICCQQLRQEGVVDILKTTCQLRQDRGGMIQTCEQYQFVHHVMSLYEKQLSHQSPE
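System: STEP phosphatase, cell-free reaction; Buffer or medium: Bis-Tris pH 6.0 buffer with DTT, detergent; Incubation: 20 min at room temperature, dark; Measured by: fluorescence, 480/540 nm.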
An asterisk follows results filed as active.

How did COCCn1c(CN2CCc3ccccc3C2)nc2c1c(=O)n(C)c(=O)n2C do in these assays?
DNMT1 block: -5.6; Neddyl block: inactive; NadD inh: -1.6; CSN inh: 2.7; Rpn11 block: inactive; LMPTP block: -1.9; Rin1-Abl PPI inh: 0.9; SUMO1 PPI mod: -0.4; Scp1 inh: -3.1; STEP inh: -0.8

How did Cc1cccn2c(=O)c(/C=C(\C#N)S(=O)(=O)c3ccccc3)c(N3CCC(C(N)=O)CC3)nc12 do in these assays?
DNMT1 block: 3.8; Neddyl block: inactive; NadD inh: 0.4; CSN inh: 1.2; Rpn11 block: inactive; LMPTP block: 0.4; Rin1-Abl PPI inh: -10.6; SUMO1 PPI mod: -6.1; Scp1 inh: -4.3; STEP inh: 1.2

How did CCc1ccc(C(=O)Nn2cnc3ccccc3c2=O)cc1 do in these assays?
DNMT1 block: -1.4; Neddyl block: inactive; NadD inh: -0.8; CSN inh: -1.8; Rpn11 block: inactive; LMPTP block: -0.2; Rin1-Abl PPI inh: 3.7; SUMO1 PPI mod: -0.2; Scp1 inh: -9.1; STEP inh: -0.8

Results for CC(C)(C)OC(=O)NCCC(=O)Oc1ccc2ccc(=O)oc2c1 ?
DNMT1 block: 3.2; NadD inh: 4.5; CSN inh: 2.8; Rpn11 block: inactive; LMPTP block: 0.7; Rin1-Abl PPI inh: -1.9; SUMO1 PPI mod: 0.1; Scp1 inh: 3.6; STEP inh: -4.9

Results for Cc1nc(SCC(=O)Nc2cccc(Cl)c2)n[nH]1 ?
DNMT1 block: -0.7; Neddyl block: inactive; NadD inh: 3.2; CSN inh: -3.5; Rpn11 block: inactive; LMPTP block: -1.3; Rin1-Abl PPI inh: -1.7; SUMO1 PPI mod: 1.6; Scp1 inh: -7.4; STEP inh: -0.5

What do the screens show for `CCN(CC)C(=O)Oc1nnc(SC(C)C)n1-c1ccc(Cl)c(Cl)c1`?
DNMT1 block: -3.7; Neddyl block: inactive; NadD inh: 6.2; CSN inh: 2.1; Rpn11 block: inactive; LMPTP block: 1.5; Rin1-Abl PPI inh: 0.7; SUMO1 PPI mod: -0.8; Scp1 inh: -14.1; STEP inh: -0.5

What do the screens show for `O=C(CCN1C(=O)[C@@H]2Cc3ccccc3CN2C1=O)N[C@H](Cc1ccccc1)C(=O)O`?
DNMT1 block: 0.0; Neddyl block: inactive; NadD inh: -2.3; CSN inh: 0.0; Rpn11 block: inactive; LMPTP block: -1.6; Rin1-Abl PPI inh: 0.0; SUMO1 PPI mod: 2.6; Scp1 inh: 4.1; STEP inh: 2.2

How did Cc1ccc[n+](-c2nc([O-])sc2C=O)c1 do in these assays?
DNMT1 block: 29.7; Neddyl block: inactive; NadD inh: -3.6; CSN inh: -73.9; Rpn11 block: inactive; LMPTP block: -1.1; Rin1-Abl PPI inh: 1.1; SUMO1 PPI mod: -9.0; Scp1 inh: 26.2; STEP inh: -14.9

What do the screens show for `O=C(NCC1CCCO1)c1cccc2c1C(=O)c1ccc(N3CCC(Cc4ccccc4)CC3)cc1S2(=O)=O` (stereo not drawn)?
DNMT1 block: -11.8; Neddyl block: inactive; NadD inh: -15.2; CSN inh: 10.2; Rpn11 block: inactive; LMPTP block: 4.0; Rin1-Abl PPI inh: 0.7; SUMO1 PPI mod: -32.6; Scp1 inh: -2.7; STEP inh: -6.3

Results for CCCn1c(N)c(C(=O)COC(=O)CNC(=O)c2ccc(C)c(C)c2)c(=O)n(C)c1=O ?
DNMT1 block: -1.9; Neddyl block: inactive; NadD inh: -3.9; CSN inh: 0.1; Rpn11 block: inactive; LMPTP block: -3.8; Rin1-Abl PPI inh: 9.4*; SUMO1 PPI mod: -1.6; Scp1 inh: -6.5; STEP inh: -2.0

What do the screens show for `O=C1c2ccccc2CSc2c(O)cccc21`?
DNMT1 block: 1.6; Neddyl block: inactive; NadD inh: -6.8; CSN inh: 4.0; Rpn11 block: inactive; LMPTP block: 1.3; Rin1-Abl PPI inh: -2.0; SUMO1 PPI mod: -9.1; Scp1 inh: -14.9; STEP inh: 2.0

How did OCCC1CN(Cc2ccccc2O)CCN1CCCc1ccccc1 (stereo not drawn) do in these assays?
DNMT1 block: 3.8; Neddyl block: inactive; NadD inh: -2.9; CSN inh: 7.4; Rpn11 block: inactive; LMPTP block: -2.3; Rin1-Abl PPI inh: 1.0; SUMO1 PPI mod: 2.7; Scp1 inh: 6.4; STEP inh: -4.0

Results for O=C(CSc1nnc(COc2ccc(Cl)cc2Cl)o1)Nc1ccccn1 ?
DNMT1 block: 15.8; Neddyl block: inactive; NadD inh: 4.0; CSN inh: -3.8; Rpn11 block: inactive; LMPTP block: -0.9; Rin1-Abl PPI inh: 4.0; SUMO1 PPI mod: 1.9; Scp1 inh: 2.4; STEP inh: 2.4

Results for CCCCn1nnnc1C1(C)CCC(=O)N1Cc1cccc(F)c1 (stereo not drawn) ?
Neddyl block: inactive; NadD inh: 1.4; CSN inh: 1.2; LMPTP block: -1.4; SUMO1 PPI mod: -1.6

Results for O=C(Nc1ccccc1F)C1CC1c1ccccc1 (stereo not drawn) ?
DNMT1 block: 0.3; Neddyl block: inactive; NadD inh: -4.4; CSN inh: -5.1; Rpn11 block: inactive; LMPTP block: -1.3; Rin1-Abl PPI inh: -1.4; SUMO1 PPI mod: 4.1; Scp1 inh: -2.7; STEP inh: 1.2

What do the screens show for `COc1ccc(-n2cc(-c3ccccc3)[nH]c2=S)c(OC)c1`?
DNMT1 block: 0.5; Neddyl block: inactive; NadD inh: 4.0; CSN inh: -4.3; Rpn11 block: inactive; LMPTP block: 0.0; Rin1-Abl PPI inh: 3.2; SUMO1 PPI mod: -0.8; Scp1 inh: 5.3; STEP inh: 0.2

What do the screens show for `Cn1cc(CN2CCc3c([nH]c4ccccc34)C2C(C)(C)C)cn1` (stereo not drawn)?
DNMT1 block: -3.9; Neddyl block: inactive; NadD inh: -2.3; CSN inh: -1.9; Rpn11 block: inactive; LMPTP block: -1.1; Rin1-Abl PPI inh: 0.7; SUMO1 PPI mod: -1.8; Scp1 inh: -3.2; STEP inh: -1.3

Results for O=C(Nc1cccc2ncccc12)C(Cl)(Cl)Cl ?
DNMT1 block: -2.1; Neddyl block: inactive; NadD inh: 0.8; CSN inh: -1.9; Rpn11 block: inactive; LMPTP block: -0.1; Rin1-Abl PPI inh: 0.7; SUMO1 PPI mod: 1.1; Scp1 inh: 2.2; STEP inh: 3.2

What do the screens show for `CCc1nc2ccc(C(=O)NCCCN3CCCC3=O)cn2c1N(C)C(=O)COc1ccccc1`?
DNMT1 block: 4.2; Neddyl block: inactive; NadD inh: 3.6; CSN inh: 3.0; Rpn11 block: inactive; LMPTP block: -5.2; Rin1-Abl PPI inh: 4.5; SUMO1 PPI mod: -5.7; STEP inh: -0.1

Results for CCOC(=O)N1CCN(C(=S)Nc2cccc(C)c2C)CC1 ?
DNMT1 block: 4.0; Neddyl block: inactive; NadD inh: 6.1; CSN inh: -6.1; Rpn11 block: inactive; LMPTP block: -1.5; Rin1-Abl PPI inh: 3.8; SUMO1 PPI mod: 0.8; Scp1 inh: -9.7; STEP inh: 8.6

Two successive compounds out of the list so far, quoted:
How did COCCn1c(CN2CCc3ccccc3C2)nc2c1c(=O)n(C)c(=O)n2C do in these assays?
DNMT1 block: -5.6; Neddyl block: inactive; NadD inh: -1.6; CSN inh: 2.7; Rpn11 block: inactive; LMPTP block: -1.9; Rin1-Abl PPI inh: 0.9; SUMO1 PPI mod: -0.4; Scp1 inh: -3.1; STEP inh: -0.8

How did Cc1cccn2c(=O)c(/C=C(\C#N)S(=O)(=O)c3ccccc3)c(N3CCC(C(N)=O)CC3)nc12 do in these assays?
DNMT1 block: 3.8; Neddyl block: inactive; NadD inh: 0.4; CSN inh: 1.2; Rpn11 block: inactive; LMPTP block: 0.4; Rin1-Abl PPI inh: -10.6; SUMO1 PPI mod: -6.1; Scp1 inh: -4.3; STEP inh: 1.2

(next part)
How did CC(=O)Nc1ccc(CCNC(=O)c2ccc3ccccc3c2O)cc1 do in these assays?
DNMT1 block: -23.6; Neddyl block: inactive; NadD inh: -5.0; CSN inh: 0.4; Rpn11 block: inactive; LMPTP block: 0.4; Rin1-Abl PPI inh: 3.5; SUMO1 PPI mod: -3.3; Scp1 inh: -10.4; STEP inh: 1.9

How did Cc1ccccc1Nc1n[nH]c(C)c1[N+](=O)[O-] do in these assays?
DNMT1 block: 1.5; Neddyl block: inactive; NadD inh: -2.6; CSN inh: -14.9; Rpn11 block: inactive; LMPTP block: -0.2; Rin1-Abl PPI inh: -3.9; SUMO1 PPI mod: -11.0; Scp1 inh: -6.8; STEP inh: 0.5

How did Cc1cccc(-n2ncc3c(N4CCC(C)CC4)ncnc32)c1 do in these assays?
DNMT1 block: -1.1; Neddyl block: inactive; NadD inh: -0.7; CSN inh: -5.5; Rpn11 block: inactive; LMPTP block: 2.6; Rin1-Abl PPI inh: 6.2; SUMO1 PPI mod: 6.4; Scp1 inh: -6.6; STEP inh: 1.8

Results for CCC1C(=O)CC(c2ccco2)NC1c1ccco1 (stereo not drawn) ?
DNMT1 block: 1.8; Neddyl block: inactive; NadD inh: 7.3; CSN inh: -5.6; Rpn11 block: inactive; LMPTP block: -1.4; Rin1-Abl PPI inh: 2.1; SUMO1 PPI mod: 1.2; Scp1 inh: -3.0; STEP inh: 1.6

Results for CN(C)/C=C/C(=O)c1cnc2sccn2c1=O ?
DNMT1 block: 2.8; Neddyl block: inactive; NadD inh: 0.5; CSN inh: -3.6; Rpn11 block: inactive; LMPTP block: -0.1; Rin1-Abl PPI inh: -2.1; SUMO1 PPI mod: -2.5; Scp1 inh: -6.4; STEP inh: 0.8

How did Cc1cccc(NC(=O)N(Cc2cc3cc(C)ccc3[nH]c2=O)CC2COCCO2)c1 (stereo not drawn) do in these assays?
DNMT1 block: 3.3; Neddyl block: inactive; NadD inh: 3.6; CSN inh: -5.5; Rpn11 block: inactive; LMPTP block: 2.2; Rin1-Abl PPI inh: -1.4; SUMO1 PPI mod: 1.6; Scp1 inh: 10.1; STEP inh: 4.3

How did COc1cc(CC(=O)Nc2ccc3nc(SC)sc3c2)cc(OC)c1OC do in these assays?
DNMT1 block: -0.7; Neddyl block: inactive; NadD inh: -5.5; CSN inh: -1.9; Rpn11 block: inactive; LMPTP block: 1.1; Rin1-Abl PPI inh: -8.5; SUMO1 PPI mod: 5.1; Scp1 inh: -6.8; STEP inh: -2.6

How did COC(=O)C[C@@H]1CC[C@@H](NS(=O)(=O)c2ccccc2OC)[C@@H](CO)O1 do in these assays?
Neddyl block: inactive; CSN inh: -1.9; LMPTP block: -1.9; SUMO1 PPI mod: 2.4

What do the screens show for `COc1ccc(-c2cnnn2-c2ccc([N+](=O)[O-])cc2)cc1`?
DNMT1 block: 1.2; Neddyl block: inactive; NadD inh: -5.8; CSN inh: -3.9; Rpn11 block: inactive; LMPTP block: 0.3; Rin1-Abl PPI inh: 0.4; SUMO1 PPI mod: -24.2; Scp1 inh: -5.9; STEP inh: -0.1

Results for O=C(NCCCn1ccnc1)c1ccc2c(c1)OCCO2 ?
DNMT1 block: 4.9; Neddyl block: inactive; NadD inh: -6.4; CSN inh: -8.1; Rpn11 block: inactive; LMPTP block: -0.7; Rin1-Abl PPI inh: 1.9; SUMO1 PPI mod: 2.9; Scp1 inh: 2.8; STEP inh: -0.5

No enrichment for hits; 3.8% or so of the library scored in one or more.
